# ASAP1 GAP inh: ASAP1 ArfGAP inhibition; Q9ULH1; ASAP1-stimulated ARF1 GTP hydrolysis, GDP FP detection; inhibition, % at 16.5 µM; 360,000 tested, 0.19% active; AID 624377; in the data active means inhibition above about 25%;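 further: 0% = vehicle with enzyme and substrate and 100% = no enzyme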
# Target sequence (Q9ULH1 325-724 limits assumed): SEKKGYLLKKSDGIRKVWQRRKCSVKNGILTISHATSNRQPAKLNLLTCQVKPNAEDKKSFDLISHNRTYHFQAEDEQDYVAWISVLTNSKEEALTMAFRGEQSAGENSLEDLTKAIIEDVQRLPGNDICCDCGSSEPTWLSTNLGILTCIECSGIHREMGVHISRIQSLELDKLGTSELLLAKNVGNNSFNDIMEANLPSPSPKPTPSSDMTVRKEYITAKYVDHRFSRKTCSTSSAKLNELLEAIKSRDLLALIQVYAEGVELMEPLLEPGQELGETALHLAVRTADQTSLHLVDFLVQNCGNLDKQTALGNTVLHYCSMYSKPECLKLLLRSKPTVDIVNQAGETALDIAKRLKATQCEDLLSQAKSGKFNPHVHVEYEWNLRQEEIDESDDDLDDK
# KLK7 zymogen act: proKLK7 (human) activation, primary screen | P49862 | purified proKLK7, EDANS-DABCYL substrate fluorescence; 100% is mature enzyme control, 0% vehicle | 370,000 tested, 0.9% active | activation, % at 7 µM;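 active means activation above the mean of all tested compounds plus 3 SD, computed per campaign excluding outliers beyond control limits, cut at about 13% in these data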
# Target sequence (P49862 whole entry, looked up): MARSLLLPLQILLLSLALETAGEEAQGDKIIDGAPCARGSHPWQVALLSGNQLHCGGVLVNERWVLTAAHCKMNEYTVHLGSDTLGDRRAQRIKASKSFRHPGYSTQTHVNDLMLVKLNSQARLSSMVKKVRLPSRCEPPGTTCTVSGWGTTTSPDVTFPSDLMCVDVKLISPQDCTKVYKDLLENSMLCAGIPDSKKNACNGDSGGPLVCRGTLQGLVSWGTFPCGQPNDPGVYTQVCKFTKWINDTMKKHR
# GAA850 FXN act: frataxin GAA850 promoter activation; HEK293 lucGAA850 FXN promoter luciferase reporter, 24 h; percent of 10 µM SAHA response; activation, % at 6 µM; 360,000 tested, 0.56% active; AID 540364;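 active means activation above the average of all compounds screened plus 3 SD, cutoff fixed separately per campaign, cut at about 7.5% in these data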;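 further: 0% = DMSO wells and 100% = 10 µM SAHA wells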
# rCAG binder: binds r(CAG) RNA repeats; r(CAG) RNA repeat, TO-PRO-1 dye displacement fluorescence; 370,000 tested, 1.3% active; inhibition, % at 3 µM; AID 651821;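 active means inhibition above the plate cutoff, the mean of all test compounds on that plate plus 3 SD, cut at about 35% in these data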;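 further: 0% = DMSO alone and 100% = 100 µM mitoxantrone as full dye displacement; higher means more dye released from RNA so lower well fluorescence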
# DDE Tn6 FP inh: DD(E)-Tn6 binding inhibition, primary FP screen. P02675. Fibrin DD(E) TRITC-Tn6 fluorescence polarization displacement. inhibition, % at 8.3 µM. 370,000 tested, 0.21% active;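 active means inhibition above a per-campaign cutoff: mean of compounds within control limits plus 3 SD, cut at about 15% in these data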;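 further: 0% = median of all compound wells on the plate and 100% = blocking peptide control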
# ARFGAP1 inhibitor: rat ARFGAP1 inhibition; Q62848; Arfgap1-stimulated ARF1 GTP hydrolysis, GDP FP detection; inhibition, % at 16.5 µM; 360,000 tested, 0.26% active;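 active means inhibition above a per-plate limit, mean inhibition of low control wells plus 3 SD, cut at about 25% in these data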;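 further: 0% = DMSO wells with enzyme and 100% = wells lacking Arfgap1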
# Target sequence (Q62848 1-136 limits assumed): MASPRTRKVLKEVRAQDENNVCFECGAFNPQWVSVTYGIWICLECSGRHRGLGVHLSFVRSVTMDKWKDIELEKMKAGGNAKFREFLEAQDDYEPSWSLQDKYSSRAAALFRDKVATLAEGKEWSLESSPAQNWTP
#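 Material: truncated rat Arfgap1 GAP domain; Incubation: compound-enzyme preincubation 20 min, reaction 120 min, detection 60 min, 25 °C; Read-out: percent inhibition of Arfgap1-stimulated GTP hydrolysis; Technique: FP, GDP Alexa 633 tracer displaced from anti-GDP antibody, 620/688 nm; Controls: No-Arfgap1 wells (100%) versus DMSO full-reaction wells (0%); Replication: single well per compound.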
# NPR2 activator: GC-B (human) receptor activation; P20594; HEK293-GC-B cells, CNP EC30, cGMP TR-FRET; 0% at EC30 CNP, 100% saturating CNP; activation, % at 10 µM; 370,000 tested, 0.11% active;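 active means activation at 10 µM reaching about 35% in either raw or pattern-adjusted values, limit read from the data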
# ADAM10 inh: ADAM10 inhibition, QFRET primary screen. inhibition, % at 7 µM. 370,000 tested, 0.62% active. recombinant ADAM10, EDANS/DABCYL FRET peptide cleavage, 3 h;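 active means inhibition above a per-campaign cutoff equal to the mean of compounds falling between control-based bounds plus 3 SD, cut at about 20% in these data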;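 further: 0% = DMSO wells while the 100% control is not disclosed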
# sPLA2-III inh: Inhibits HGIII-sPLA2 liposome hydrolysis, primary screen. QFRET BODIPY PC-A2 liposome hydrolysis, fluorescence. 370,000 tested, 0.56% active. Q9NZ20. inhibition, % at 12.2 µM;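 active means inhibition above mean plus 3 SD of compounds lying within the high and low control bounds, cut at about 19% in these data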;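 further: 0% = median of test compound wells and 100% = no enzyme DMSO wells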
# NPR1 activator: GC-A (human) enzyme activation; P16066; HEK293 GC-A cells, cGMP TR-FRET, EC30 ANP; 0% at EC30 ANP, 100% saturating ANP; activation, % at 10 µM; 370,000 tested, 0.14% active; AID 1671463; in the data active means activation above about 40%
# An asterisk follows results filed as active; i = inactive; . = no result given. An unsorted share of the library; any-hit rate near 4.5%.
Compound	ASAP1 GAP inh	KLK7 zymogen act	GAA850 FXN act	rCAG binder	DDE Tn6 FP inh	ARFGAP1 inhibitor	NPR2 activator	ADAM10 inh	sPLA2-III inh	NPR1 activator
CCOC(=O)N1CCN(C(=O)c2ccc(N(C)S(C)(=O)=O)cc2)CC1	-11	0.6	0.6	2	7	8	2	5	8	1
Cc1nnc(C)n1/N=C/c1cccnc1	2	0.2	-1.9	1	1	2	0	1	5	-1
COc1cc(Cl)c(S(=O)(=O)NCc2cccnc2)cc1Cl	-8	0.6	0.9	-1	-1	6	-2	-5	-6	-1
Cc1ccccc1N1CC(C(=O)Nc2ccncc2)CC1=O (configuration not stated)	8	0.3	-0.8	0	-1	0	1	-13	0	-1
CC/C(=N\NC(=O)c1nnn(-c2nonc2N)c1CN(C)c1ccccc1)c1ccccc1	9	0.6	0.1	4	1	1	3	2	-5	-6
CCOc1cc(/C=C2/N=C(c3ccc(C(C)(C)C)cc3)OC2=O)cc(Cl)c1OS(C)(=O)=O	-2	-0.2	-0.5	67*	6	-1	0	4	-42	-1
COc1ccc(NC(=O)COc2ccccc2Cc2ccccc2)cn1	-8	0.6	-1.1	1	-2	-4	8	-11	9	2
Cc1cccc2cc(CN(CCN3CCOCC3)C(=O)Nc3ccccc3F)c(=O)[nH]c12	-7	0.1	-0.8	-9	4	8	6	-15	-3	-2
COc1ccccc1OCCn1c(C)c(C=O)c2ccccc21	7	-0.7	-1.5	-5	0	0	-1	3	-2	-11
CC(=O)c1ccc(NC(=O)CN2CCC(NC(=O)c3ccccc3C)CC2)cc1	13	0.6	0.1	4	1	4	2	0	2	1
CCCn1ncc(OC)c(Cl)c1=O	13	-0.7	3.2	3	7	-4	2	9	6	3
O=C(O)[C@H](Cc1ccccc1)NC(=O)N1CCOCC1	-6	0.1	-0.7	3	3	-3	-2	7	3	0
Cc1cc(CNC(=O)c2cccnc2Cl)c2ccccc2n1	-19	-0.2	-0.8	-2	2	3	0	-4	1	1
Cn1c(=O)n(-c2cccc(Cl)c2)c(=O)c2c3c(sc21)COC(C)(C)C3	12	-1.1	4.8	-6	0	5	-9	-1	-4	-2
Cc1ccc(Nc2cc(C)nn2-c2nc(C)cc(C)n2)cc1	-10	0.1	0.2	-2	5	-2	-4	10	11	-8
COc1ccc(C(=O)OCC(=O)NCC2CCCO2)cc1S(=O)(=O)N1CCCc2ccccc21 (configuration not stated)	-13	-0.1	5.3	-7	0	-4	-5	-9	-8	0
COc1cccc(NC(=O)c2ccc(NS(=O)(=O)c3cccs3)cc2)c1	6	0.1	-2.3	17	-8	-2	3	-2	-15	-2
COc1ccc(/C=C/C(=O)OCC(=O)NCc2cccs2)cc1OC	-5	1.8	1.4	-4	-1	0	-1	-110	1	4
Cc1ccc(S(=O)(=O)NC(CCCNC(=O)OCc2ccccc2)C(=O)O)cc1 (configuration not stated)	5	0.9	.	13	-8	8	0	-20	12	0
CC1(c2nnc(-c3ccncc3)o2)CC(c2cccc(Cl)c2)=NO1 (configuration not stated)	15	-0.4	-0.9	-1	0	3	-4	2	3	2
O=C(Cn1cccc1C(=O)c1ccccc1)NCCc1ccccc1	-13	0.3	2.1	-6	3	4	2	-3	0	-1
CC(=O)N(C)c1ccc(NC(=O)COc2ccc(Br)cc2C)cc1	-9	0.1	2.0	-1	0	15	10	-1	-14	9
OCCC1CN(CCCn2cccn2)CCN1C1CCCCC1 (configuration not stated)	12	0.3	-0.8	-2	2	-10	1	0	-1	1
Cc1ccc(C)c(C(=O)CN2C(=O)C(=O)N(C3CCCC3)C2=O)c1	9	-0.2	1.6	2	-4	-2	0	-13	-2	-2
C=CCn1c(N)c(C(=O)OCCC)c2nc3ccccc3nc21	-4	60*	-3.3	-2	0	-1	3	i	3	7
COc1ccc(NC(=O)c2cccc(S(=O)(=O)Nc3ccc(Br)cc3)c2)cn1	10	-0.8	-0.7	29	1	12	-6	13	-53	-23
COC[C@H]1CCCN1c1ccc2c(c1)O[C@H](COCc1ccccc1)CN([C@@H](C)c1ccccc1)S2(=O)=O	7	0.3	.	5	-9	8	6	-2	-2	0
COc1cc(C)c(C(=O)CC(=O)c2c(C)cc(OC)cc2C)c(C)c1	3	0.3	-1.8	-1	-4	6	0	2	-6	0
CC1(C)CC(=O)C(C=NCCN2CCOCC2)=C(O)C1	12	0.5	1.2	-1	-11	8	0	-1	12	1
COc1ccc(CN2CCC(CO)(CCOc3ccccc3)CC2)cc1C	1	-0.1	0.6	-6	3	-1	-5	5	-11	-5
COc1ccc(N2CC(C(=O)Nc3nc4ccccc4s3)CC2=O)cc1 (configuration not stated)	6	-0.4	-0.4	3	-1	6	-9	9	-32	12
Cc1ccccc1C(=O)c1cccn1CC(=O)NCC(C)c1ccccc1 (configuration not stated)	2	0.8	1.1	-4	6	2	-5	0	-8	-5
CCOC(=O)C1=C(N)N2C(=O)C(C)SC2=C(C(=O)OCC)C1c1cc(OC)c(OC)c(OC)c1 (configuration not stated)	4	-0.3	2.2	-2	11	-9	-4	-2	2	-13
COc1ccc(NC(=S)N2CCCCCC2)cc1OC	5	-0.2	0.8	3	-6	-4	2	-10	5	0
COc1ccc(OC)c(NC(=O)C2CCCCC2C(=O)O)c1 (configuration not stated)	11	0.0	-1.8	-2	-3	-6	-5	7	8	-3
CCN(CC)S(=O)(=O)c1cccc(NC(=O)CN(C)Cc2cccc(OC)c2)c1	-3	-0.1	-1.3	-8	1	-3	2	0	-14	1
O=C(NCc1cccnc1)C1c2ccccc2C(=O)N1C1CCCCCCC1 (configuration not stated)	0	-0.3	1.7	-6	3	3	4	0	7	-1
CC1CCCN(CCSc2ccc(Cl)cc2)C1 (configuration not stated)	-8	0.6	1.2	-4	5	12	-2	2	-3	1
Cc1ccc(S(=O)(=O)CCC(=O)Nc2ccccc2N2CCCC2)cc1	-2	0.1	1.1	4	2	1	-7	-8	6	1
COc1ccc(C2C(C#N)=C(N)OC3=C2C(=O)CC(C)(C)C3)c([N+](=O)[O-])c1OC (configuration not stated)	8	-0.2	0.3	2	-2	7	.	-33	3	.
Cc1ccc(C)c(S(=O)(=O)Nc2ccc(C(=O)N3CCC3)cc2)c1	-7	-0.2	1.2	1	-3	0	-2	-2	1	4
Cc1nnc(SCC(=O)NNC(=O)c2ccc(F)cc2)n1Cc1ccccc1	0	-0.8	0.8	2	-1	22	-2	-4	-1	2
Cc1ccc(S(=O)(=O)N2CCCC2CNC(=O)C(=O)NC2CC2)cc1 (configuration not stated)	4	0.1	1.1	2	3	-8	4	-11	17	-1
CSc1ccc(OC2CCCCC2NS(=O)(=O)c2ccc(Cl)cc2)cc1 (configuration not stated)	-3	-0.3	0.0	2	-1	-6	-7	28*	-2	-10
COc1cc(/C=C(\NC(C)=O)C(=O)N2CCCCC2)ccc1OC(C)=O	0	0.6	1.8	-7	2	-7	1	-3	-3	-1
NC(=O)CC(NC(=O)Cc1ccc(Br)cc1)c1ccc(NCC2CC2)c([N+](=O)[O-])c1 (configuration not stated)	8	0.3	2.4	2	5	8	-1	9	5	-2
COc1ccc(C(=O)O/N=C(\N)c2ccccc2)cc1	1	0.1	0.2	-1	2	3	-2	-1	3	3
Cc1ccc(S(=O)(=O)N2C[C@H]3n4c(=O)ccc(=O)n4C[C@H](OC(=O)NCc4ccccc4F)[C@@]3(O)C2)cc1	10	0.3	0.2	4	3	-1	-3	-8	-6	2
CC1CCC(NC(=O)CCS(=O)(=O)c2ccc3c(c2)NC(=O)C(C)S3)CC1 (configuration not stated)	12	0.6	-1.9	4	-9	4	-7	-3	3	-9
C[C@H](O)[C@@H]1C(=O)N2CCc3ccc(N4CCOCC4)cc3[C@@H]2C[C@@H]1N(C)C(=O)Nc1ccccc1	2	0.3	-1.1	2	4	1	1	-8	0	2

# Next section
Compound	ASAP1 GAP inh	KLK7 zymogen act	GAA850 FXN act	rCAG binder	DDE Tn6 FP inh	ARFGAP1 inhibitor	NPR2 activator	ADAM10 inh	sPLA2-III inh	NPR1 activator
CCCC12CN3CCN(CC(C3)/C1=N\NC(=O)c1ccccc1Cl)C2	-7	0.5	-0.2	6	2	-7	2	7	2	1
Cc1ccsc1/C=N/NC(=O)Cc1ccc(Cl)cc1	-4	0.2	-0.9	-2	-4	13	-2	12	-2	5
O=C(O)CCn1cc(-c2ccc(Cl)cc2)nc1-c1ccncc1	-8	0.0	1.4	3	15	1	-3	2	9	1
CCOc1ccc(S(=O)(=O)N2CCCC(C(=O)NCC3CCCO3)C2)cc1 (configuration not stated)	7	0.1	-1.0	-6	-1	5	-2	3	-5	3

# Grouped by structure: the compounds so far with four or more nitrogen atoms
Compound	ASAP1 GAP inh	KLK7 zymogen act	GAA850 FXN act	rCAG binder	DDE Tn6 FP inh	ARFGAP1 inhibitor	NPR2 activator	ADAM10 inh	sPLA2-III inh	NPR1 activator
Cc1nnc(C)n1/N=C/c1cccnc1	2	0.2	-1.9	1	1	2	0	1	5	-1
CC/C(=N\NC(=O)c1nnn(-c2nonc2N)c1CN(C)c1ccccc1)c1ccccc1	9	0.6	0.1	4	1	1	3	2	-5	-6
Cc1cccc2cc(CN(CCN3CCOCC3)C(=O)Nc3ccccc3F)c(=O)[nH]c12	-7	0.1	-0.8	-9	4	8	6	-15	-3	-2
Cc1ccc(Nc2cc(C)nn2-c2nc(C)cc(C)n2)cc1	-10	0.1	0.2	-2	5	-2	-4	10	11	-8
CC1(c2nnc(-c3ccncc3)o2)CC(c2cccc(Cl)c2)=NO1 (configuration not stated)	15	-0.4	-0.9	-1	0	3	-4	2	3	2
OCCC1CN(CCCn2cccn2)CCN1C1CCCCC1 (configuration not stated)	12	0.3	-0.8	-2	2	-10	1	0	-1	1
C=CCn1c(N)c(C(=O)OCCC)c2nc3ccccc3nc21	-4	60*	-3.3	-2	0	-1	3	i	3	7
Cc1nnc(SCC(=O)NNC(=O)c2ccc(F)cc2)n1Cc1ccccc1	0	-0.8	0.8	2	-1	22	-2	-4	-1	2
NC(=O)CC(NC(=O)Cc1ccc(Br)cc1)c1ccc(NCC2CC2)c([N+](=O)[O-])c1 (configuration not stated)	8	0.3	2.4	2	5	8	-1	9	5	-2
Cc1ccc(S(=O)(=O)N2C[C@H]3n4c(=O)ccc(=O)n4C[C@H](OC(=O)NCc4ccccc4F)[C@@]3(O)C2)cc1	10	0.3	0.2	4	3	-1	-3	-8	-6	2
C[C@H](O)[C@@H]1C(=O)N2CCc3ccc(N4CCOCC4)cc3[C@@H]2C[C@@H]1N(C)C(=O)Nc1ccccc1	2	0.3	-1.1	2	4	1	1	-8	0	2
CCCC12CN3CCN(CC(C3)/C1=N\NC(=O)c1ccccc1Cl)C2	-7	0.5	-0.2	6	2	-7	2	7	2	1

# Source: PubChem BioAssay (several laboratories)
